RGS4-Gao reg – modulates binding of RGS4 to human Galphao; P09471; binding response (% of control), % at 10 µM; Multiplexed bead flow cytometry; actives lie on both sides; 0.33% of 220,000 active; AID 1415; in the data active = binding response below about 49% or above about 150%; inactive = in between;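 also: fluorescent Galphao activated with aluminum fluoride binding bead-coupled RGS4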
Target sequence (P09471 whole entry, looked up): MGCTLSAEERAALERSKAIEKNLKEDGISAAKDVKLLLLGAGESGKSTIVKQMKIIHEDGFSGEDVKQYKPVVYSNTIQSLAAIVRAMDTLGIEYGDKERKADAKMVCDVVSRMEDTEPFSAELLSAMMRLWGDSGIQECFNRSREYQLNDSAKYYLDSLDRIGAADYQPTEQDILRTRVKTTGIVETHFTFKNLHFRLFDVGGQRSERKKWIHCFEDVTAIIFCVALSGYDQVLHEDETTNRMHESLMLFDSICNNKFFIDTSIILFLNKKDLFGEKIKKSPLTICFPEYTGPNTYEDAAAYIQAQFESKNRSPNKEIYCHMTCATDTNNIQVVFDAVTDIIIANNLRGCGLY
Bim-Bcl-XL – disrupts Bim peptide binding to human Bcl-XL; AID 1007; inhibition, % at 10 µM; 0.04% of 190,000 active; Q07817; bead flow cytometry, fluorescence
Target sequence (Q07817 whole entry, looked up): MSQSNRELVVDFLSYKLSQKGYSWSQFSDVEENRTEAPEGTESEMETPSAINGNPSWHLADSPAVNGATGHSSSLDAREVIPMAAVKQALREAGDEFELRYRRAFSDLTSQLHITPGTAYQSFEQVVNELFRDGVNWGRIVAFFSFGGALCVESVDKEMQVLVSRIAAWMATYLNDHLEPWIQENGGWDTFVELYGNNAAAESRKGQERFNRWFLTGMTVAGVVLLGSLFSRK
RGS8-Gao reg – modulates binding of RGS8 to human Galphao. P09471. multiplexed bead flow cytometry; actives lie on both sides. response (percent of control binding), % at 10 µM. 0.34% of 220,000 active; in the data active = response below about 60% or above about 140%; inactive = in between;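 also: Galphao activated as the GDP aluminium fluoride complex binding bead-coupled RGS8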
GSH fluor – GSH bead compound fluorescence profile | fluorescence (KMESF) at 10 µM | 0.25% of 190,000 active | GSH beads flow cytometry, compound fluorescence 488/530 nm; hits give high values | AID 1776; in the data active = fluorescence above about 89;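 also: glutathione beads carrying GST-tagged Bcl family fusion proteins plus one bare bead set; values are compound well signal with DMSO vehicle wells as background; inactives centre near 16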
Bfl-1 Bim block – human Bim-Bfl-1 interaction inhibition. Bead-based flow cytometry, Bim-Bfl-1 binding inhibition. inhibition, % at 10 µM. 0.12% of 190,000 active. Q16548. AID 1008;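 also: 0% = wells without compound plus tracer and 100% = blocker peptide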
Bim-Bcl-B – human Bim-Bcl-B interaction inhibition; inhibition, % at 10 µM; AID 951; Q9HD36; 0.073% of 190,000 active; bead-based flow cytometry, Bim peptide-Bcl-B binding;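 also: 0% = tracer peptide without compound and 100% = reference inhibitor peptide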
Bim-Bcl-2 – inhibitors of Bim-Bcl-2 interaction, human. inhibition, % at 10 µM. P10415. Bead-based flow cytometry, Bim peptide-Bcl-2 binding. 0.06% of 190,000 active. AID 950; in the data active = inhibition above about 40%; inconclusive = no clear call, values can overlap the other calls;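 also: 0% = no compound wells with probe peptide and 100% = reference peptide inhibitor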
Target sequence (P10415 whole entry, looked up): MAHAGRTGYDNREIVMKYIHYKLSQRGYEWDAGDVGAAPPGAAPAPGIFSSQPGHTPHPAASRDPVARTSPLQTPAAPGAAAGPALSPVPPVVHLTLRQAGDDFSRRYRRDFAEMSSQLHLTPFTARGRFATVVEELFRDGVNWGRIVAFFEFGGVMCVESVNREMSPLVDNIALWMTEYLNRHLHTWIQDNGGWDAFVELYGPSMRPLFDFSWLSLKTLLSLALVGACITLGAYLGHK
RGS7-Gao reg – regulators of human RGS7-Galphao interaction; binding response (% of control), % at 10 µM; P09471; 0.35% of 220,000 active; Multiplexed bead flow cytometry, RGS7-Galphao binding; actives lie on both sides; in the data active = binding response below about 49% or above about 150%; inconclusive = no clear call, values can overlap the other calls; inactive = in between;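 also: fluorescent Galphao held in activated GDP-AlF4 state binding bead-coupled RGS7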
Mcl1-Bid inh – disrupts binding of human Mcl-1 to Bid peptide. TR-FRET Mcl-1/Bid-Dy647 peptide binding, 1536-well. 0.97% of 220,000 active. Q07820. inhibition, % at 21.7 µM;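 active = compounds that cut the binding signal by more than half at the single screening dose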;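 also: His-tagged Mcl-1 with europium anti-His antibody binding Bid BH3 peptide; 0% = Mcl-1 plus peptide wells and 100% = peptide-only wells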
Bim-Bcl-W – disrupts Bim peptide binding to human Bcl-W | 0.02% of 190,000 active | bead-based flow cytometry | AID 952 | inhibition, % at 10 µM | Q92843;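 also: 0% = bound tracer without compound and 100% = peptide blocker; higher means less fluorescent Bim peptide bound to Bcl-W beads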
Target sequence (Q92843 whole entry, looked up): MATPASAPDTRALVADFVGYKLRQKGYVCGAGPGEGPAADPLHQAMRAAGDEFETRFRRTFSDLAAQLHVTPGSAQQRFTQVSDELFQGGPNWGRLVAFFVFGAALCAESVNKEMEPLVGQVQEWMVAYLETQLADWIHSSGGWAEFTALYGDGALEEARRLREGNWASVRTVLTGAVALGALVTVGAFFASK
Bim-Mcl-1 – disrupts Bim peptide binding to human Mcl-1 | Q07820 | Bead-based flow cytometry, Bim peptide-Mcl-1 binding | inhibition, % at 10 µM | 0.1% of 190,000 active | AID 1009;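 also: 0% = no compound tracer wells and 100% = peptide blocker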
* hit, by the source's call; ? = inconclusive. Rule as the data show it, unless noted: active = inhibition above about 40%.

SMILES | RGS4-Gao reg | Bim-Bcl-XL | RGS8-Gao reg | GSH fluor | Bfl-1 Bim block | Bim-Bcl-B | Bim-Bcl-2 | RGS7-Gao reg | Mcl1-Bid inh | Bim-Bcl-W | Bim-Mcl-1
O=C(C1CCN(S(=O)(=O)N2CCOCC2)CC1)N1CCN(Cc2ccccc2)CC1 | 103 | 1 | 101 | 14 | 1 | -1 | 0 | 100 | -21 | 0 | 0
O=c1[nH]c(-c2cccnc2)nc2ccccc12 | 90 | -9 | 95 | 22 | -23 | -8 | -12 | 91 | -31 | -2 | -4
O=C(Nc1n[nH]c(C2CCCCC2)n1)C1CCCCC1 | 102 | 8 | 107 | 19 | -10 | -12 | -9 | 98 | -27 | 1 | -2
COc1cccc(N2CCN(C(=O)c3cccnc3)CC2)c1 | 100 | -5 | 99 | 19 | -3 | -8 | -3 | 99 | -36 | -2 | -2
CCOC(=O)c1ccc(CNC(=O)Cn2nnc(-c3ccccc3F)n2)o1 | 101 | -1 | 100 | 11 | 0 | 0 | -1 | 104 | -8 | 0 | 0
O=C(Cn1cc2c(n1)CCCC2)N1CCOCC1 | 104 | -3 | 101 | 20 | -12 | -5 | -9 | 100 | -5 | 3 | 0
Cc1ccccc1CNC(=O)c1ccccc1 | 99 | -1 | 101 | 22 | -12 | -3 | -5 | 101 | -9 | 0 | 3
CN(CCc1cn[nH]c1)Cc1nc(C(c2ccccc2)c2ccccc2)no1 | 103 | 0 | 102 | 13 | -6 | -1 | -3 | 101 | -35 | 0 | 0
O=[N+]([O-])c1nn(-c2cccc(Cl)c2)n(O)c1=NCc1cccnc1 | 104 | -7 | 105 | 20 | -1 | -3 | -2 | 106 | -8 | -1 | -4
CCn1c(SCC(=O)Nc2nnc(C)s2)nnc1-c1ccco1 | 97 | -1 | 101 | 10 | -2 | 0 | 0 | 98 | -14 | -2 | -4
COC(=O)CSc1ccc(C#N)c(SCC(=O)OC)c1 | 105 | -2 | 104 | 20 | -2 | -2 | 0 | 105 | -1 | 0 | -1
COc1ccc2cc3cc(C(=O)Nc4cc(OC)c(OC)c(OC)c4)oc3nc2c1 | 70 | -3 | 77 | 11 | -3 | -3 | -3 | 80 | -30 | -3 | -3

Sorted by molecular weight (highest first): part of the list above
SMILES | RGS4-Gao reg | Bim-Bcl-XL | RGS8-Gao reg | GSH fluor | Bfl-1 Bim block | Bim-Bcl-B | Bim-Bcl-2 | RGS7-Gao reg | Mcl1-Bid inh | Bim-Bcl-W | Bim-Mcl-1
CCn1c(SCC(=O)Nc2nnc(C)s2)nnc1-c1ccco1 | 97 | -1 | 101 | 10 | -2 | 0 | 0 | 98 | -14 | -2 | -4
COc1cccc(N2CCN(C(=O)c3cccnc3)CC2)c1 | 100 | -5 | 99 | 19 | -3 | -8 | -3 | 99 | -36 | -2 | -2
O=C(Cn1cc2c(n1)CCCC2)N1CCOCC1 | 104 | -3 | 101 | 20 | -12 | -5 | -9 | 100 | -5 | 3 | 0

Later entries
SMILES | RGS4-Gao reg | Bim-Bcl-XL | RGS8-Gao reg | GSH fluor | Bfl-1 Bim block | Bim-Bcl-B | Bim-Bcl-2 | RGS7-Gao reg | Mcl1-Bid inh | Bim-Bcl-W | Bim-Mcl-1
NC(=O)[C@@H]1CCOc2c(I)cc([N+](=O)[O-])cc2C(=O)N[C@@H](CO)C(=O)NCC(=O)N1 | 105 | -1 | 100 | 18 | 0 | 0 | 0 | 103 | 3 | 0 | -1
O=C1COc2ccc(C(=O)c3ccccc3C(=O)NCc3ccccc3)cc2N1 | 106 | 0 | 103 | 17 | -11 | -4 | 3 | 105 | -4 | 4 | 5
COc1ccc(-n2nc([N+](=O)[O-])c(=NCc3cccnc3)n2O)cc1 | 101 | -3 | 104 | 4 | 2 | -4 | -1 | 104 | -29 | -1 | -4
CCOC(=O)C1=C(N)Oc2cc(C)oc(=O)c2C1c1cccnc1 (configuration not stated) | 104 | 1 | 105 | 21 | 0 | 0 | 0 | 106 | -14 | 0 | -1
CN1CCN(C(=O)c2ccccc2NC(=O)c2cccs2)CC1 | 102 | 0 | 101 | 16 | -3 | -5 | -3 | 96 | -1 | -1 | -2
O=C(N/N=C/c1ccc([N+](=O)[O-])o1)c1cc2c(ccc3ccccc32)o1 | 95 | 3 | 104 | 6 | 4 | -16 | 4 | 101 | 88* | 9 | 3
O=C(NCc1cccs1)c1cnc(Cl)c(Cl)c1 | 101 | 0 | 105 | 17 | -5 | -2 | -1 | 102 | -16 | 0 | 0
C=CCOC(=O)c1c(C)nc2cc3c(cc2c1C)OCO3 | 93 | 35 | 95 | 5 | 29 | 18 | 23 | 91 | 20 | 21 | 28
CC(C)C1C(=O)NC(=S)N1S(=O)(=O)c1ccc(C(C)(C)C)cc1 (configuration not stated) | 99 | -8 | 99 | 41 | -5 | -11 | -5 | 113 | -25 | 1 | -3
O=S(=O)(NC(=NC1CCCC1)C(F)(F)F)c1ccccc1 | 103 | -3 | 101 | 26 | -12 | -4 | -3 | 102 | -21 | 1 | 2
Cc1sc2nc(SCC(=O)N3CCCCC3)[nH]c(=O)c2c1C | 99 | -2 | 97 | 30 | -4 | -4 | -7 | 97 | 6 | -1 | -2
COc1cc(Cl)c(S(=O)(=O)n2cnc(C)c2)cc1Cl | 106 | -4 | 102 | 66 | 0 | -3 | -3 | 104 | -6 | -6 | -2
O=C(c1sc2cc([N+](=O)[O-])ccc2c1Cl)N1CCOCC1 | 101 | -4 | 90 | 6 | -1 | -3 | 0 | 105 | -29 | -3 | -2
COC(=O)c1cc(C(=O)Nc2nnc(CC(C)(C)C)s2)cc([N+](=O)[O-])c1 | 99 | -2 | 105 | 7 | 4 | -12 | 0 | 109 | 4 | 0 | -4
CCOC(=O)CCCCC(=O)c1[nH]c(=O)[nH]c1Cn1cnc2ccccc21 | 104 | -6 | 105 | 22 | -12 | -8 | -7 | 101 | -29 | 0 | -1
Cc1ccc(N2C(=S)NC3c4ccccc4OC2(C)C3C(=O)N(C)C)cc1 (configuration not stated) | 99 | -5 | 99 | 15 | -7 | -8 | 0 | 104 | -44 | -2 | -3
Nc1nonc1-c1nc2ccccc2n1CC(=O)NC1CCCC1 | 98 | 0 | 95 | 8 | -8 | -4 | -4 | 96 | -24 | 2 | 1
O=C(CS(=O)c1ccccc1[N+](=O)[O-])Oc1ccc(Br)cc1 (configuration not stated) | 96 | -2 | 99 | 16 | -7 | -6 | -4 | 97 | -12 | 0 | -2
N/C(Cn1nnc(-c2ccccc2)n1)=N\O | 100 | -2 | 103 | 26 | 0 | 0 | 1 | 99 | 2 | -3 | 0
Cc1ccc2[nH]c(C)c(CCNC(=O)C3CCCCC3C(=O)OCC(F)(F)F)c2c1 (configuration not stated) | 100 | -5 | 104 | 10 | 0 | -4 | -4 | 107 | -72 | -3 | -6
C(#Cc1ccccc1)CN1CCN(c2ccccn2)CC1 | 77 | 1 | 86 | 22 | 4 | 4 | 4 | 81 | 36 | 7 | 3
O=C(C(Sc1ccccc1)c1ccc(Br)cc1)N1CCOCC1 (configuration not stated) | 101 | -3 | 102 | 16 | -7 | -7 | -9 | 104 | 6 | -3 | -3
CC(C)C(=O)NC(c1ccc([N+](=O)[O-])cc1)c1c(O)ccc2ccccc12 (configuration not stated) | 96 | -1 | 96 | 26 | 0 | -4 | 0 | 96 | -1 | -3 | -2
COc1ccccc1N(CC(=O)Nc1ccccc1C(=O)NC(C)C)S(C)(=O)=O | 104 | -4 | 100 | 23 | 5 | 1 | 2 | 99 | 11 | 0 | 2
CC(C)CC(NC(=O)C(CC(C)C)NC(=O)OC(C)(C)C)C(N)=O (configuration not stated) | 114 | -30 | 101 | 44 | -34 | -40 | -36 | 107 | 5 | -38 | -36
CCOC(=O)Nc1ccc2c(c1)nc(CN1CCCCC1)n2C | 95 | -5 | 98 | 17 | -11 | -7 | -4 | ? | -17 | -3 | -1
CCCN(Cc1ccc(N(CC)CC)cc1)CC1CC1 | 95 | -2 | 99 | 25 | 0 | 0 | 0 | 97 | -12 | -1 | 0
Cc1ccc(N=Cc2cc(C)n(C3CCCC3)c2C)cc1 | 101 | -1 | 100 | 10 | -1 | -2 | -5 | 100 | -47 | -2 | -1
CC(C)NC(=O)COC(=O)c1cc(=O)[nH]c2ccccc12 | 86 | -1 | 94 | 8 | -3 | 0 | -2 | 93 | -16 | -1 | 0
CCOC(=O)NC(=O)C(=CNc1ccc(C)cc1)C(=O)NC(=O)OCC | 100 | 3 | 102 | 7 | 0 | 3 | 2 | 100 | -33 | 1 | 1
COc1ccc(/C=N/n2c(=S)n(C)c3ccccc32)cc1OC | 102 | 0 | 99 | 31 | -6 | -9 | -11 | 101 | 1 | 0 | 0
Cc1ccc(NC(=S)N/N=C2/CCCc3c(C)cc(C)cc32)cc1 | 100 | -3 | 99 | 24 | -12 | -8 | -5 | 98 | -16 | -1 | -3
O=C(c1cc2nc(-c3cccs3)cc(C(F)(F)Cl)n2n1)N1CCCc2ccccc21 | 99 | -8 | 100 | 38 | -11 | -6 | -10 | 101 | -13 | 3 | -1
COc1ccc(N(CC(=O)Nc2ccc(F)cc2)S(=O)(=O)c2ccccc2[N+](=O)[O-])c(OC)c1 | 105 | 0 | 105 | 17 | -6 | -6 | -1 | 101 | -9 | 0 | 0
COc1cccc(CN2C(=O)CCC2(C)C(=O)NC2CCCCCC2)c1 (configuration not stated) | 114 | 0 | 106 | 11 | -1 | -2 | 0 | 114 | -17 | -1 | -1
Nc1nc2ccc(Oc3ccccc3)cc2s1 | 108 | 0 | 104 | 49 | -12 | -9 | -6 | 103 | 14 | 0 | -4
COC(=O)c1c(N)sc2c1CC(C)(C)OC2 | 103 | -2 | 99 | 20 | -4 | -3 | -2 | 103 | -27 | 0 | 0
Cc1nc2c(-c3ccccc3)c(C)[nH]n2c(=O)c1Cl | 103 | 9 | 99 | 32 | -10 | -5 | -2 | 99 | -15 | 5 | 2
COC(=O)Cn1c2ccc(C)cc2c2nc(C)sc21 | 104 | 0 | 102 | 12 | 1 | -3 | -2 | 102 | -19 | -1 | 0
CNC(=O)c1nc(C)n(-c2ccc(Cl)cc2Cl)n1 | 96 | -1 | 100 | 13 | -7 | -2 | -2 | ? | -15 | 0 | 1
CNNC(=O)C(C)NC(=O)c1ccc(Br)cc1 (configuration not stated) | 101 | -1 | 100 | 21 | -3 | 0 | 0 | 97 | -40 | 1 | 0
Cc1cccc(NC(=O)c2ccc([N+](=O)[O-])cc2Cl)n1 | 101 | 0 | 99 | 11 | -16 | -12 | -11 | 99 | -5 | -2 | -1
CC(C)OC(=O)c1c2c(n3ccccc13)C(=O)c1ccccc1C2=O | 106 | 9 | 97 | 15 | 9 | -11 | 7 | 112 | -6 | 3 | 8
CC(C)CCNC(=O)C1(c2cccs2)CCOCC1 | 102 | 1 | 101 | 9 | 1 | -5 | -2 | ? | -41 | -1 | 0
OCCCc1nc2ccccc2[nH]1 | 97 | -2 | 99 | 22 | -6 | -7 | -5 | 99 | 2 | 1 | 0
O=C(CSc1nnc(C2COc3ccccc3O2)o1)Nc1nccs1 (configuration not stated) | 101 | 0 | 100 | 25 | -3 | -4 | -1 | 96 | -36 | 3 | 1
N#C/C(=C\c1coc2ccccc2c1=O)C(N)=S | 102 | -3 | 105 | 11 | -9 | -12 | -7 | 103 | -63 | -4 | -2
O=C(/C=C/c1ccccc1)Nc1ccc2c(c1)OCCO2 | 100 | -2 | 100 | 10 | -7 | -6 | -3 | 97 | -21 | -1 | -2
COc1cccc(CC(NC(C)=O)C(=O)NC2CCN(c3nnnn3-c3ccccc3)CC2)c1 (configuration not stated) | 95 | -2 | 101 | 11 | -2 | 1 | -1 | 100 | -17 | -2 | -2
